TbREL1 inh = TbREL1 inhibition, primary screen. P86926. TbREL1 RNA ligation, FRET fluorescence. inhibition, % at 9.66 µM. 89,000 compounds, 0.49% hits. AID 1117264;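 active = inhibition above the mean inhibition across all screened compounds plus 3 SD, cut at about 11% in these data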;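 also: 0% = plate median of test wells and 100% = NSC42067 control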
Target sequence (P86926 whole entry, looked up): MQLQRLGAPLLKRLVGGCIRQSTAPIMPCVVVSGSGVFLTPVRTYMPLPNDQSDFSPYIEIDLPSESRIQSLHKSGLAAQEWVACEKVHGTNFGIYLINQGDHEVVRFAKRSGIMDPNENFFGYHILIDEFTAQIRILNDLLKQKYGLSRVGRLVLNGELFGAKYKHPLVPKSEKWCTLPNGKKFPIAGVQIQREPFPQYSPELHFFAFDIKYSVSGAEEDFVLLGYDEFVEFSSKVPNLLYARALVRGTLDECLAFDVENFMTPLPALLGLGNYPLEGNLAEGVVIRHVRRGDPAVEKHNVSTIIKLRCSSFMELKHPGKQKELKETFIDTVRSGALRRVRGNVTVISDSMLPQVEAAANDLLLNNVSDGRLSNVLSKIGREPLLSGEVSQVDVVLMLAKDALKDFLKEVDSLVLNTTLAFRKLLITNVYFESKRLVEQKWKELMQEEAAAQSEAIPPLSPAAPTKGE
An asterisk follows results filed as active. Only part of the results is shown, so the mix of outcomes need not match the whole.

item	Molecule	TbREL1 inh
1	CC(C)(C)C1N=C(c2ccc3ccccc3c2)OC1=O (stereo not drawn)	-2.2
2	COc1ccc(NS(=O)(=O)c2cccs2)cc1S(=O)(=O)N1CCOCC1	3.6
3	OCC[C@@H]1C[C@@H](O)[C@H](O)[C@@]2(Cc3ccccc3O2)O1	5.5
4	N=C1S/C(=C\c2ccc(-c3cccc(Cl)c3)o2)C(=O)N1c1nccs1	0.5
5	Cc1ccc(Cc2cc(C)n[nH]c2=O)cc1	-0.1
6	CCC(=O)N(Cc1ccc(S(N)(=O)=O)cc1)C1CC(=O)N(c2ccc(OC)cc2)C1=O (stereo not drawn)	0.9
7	CN(Cc1cccs1)C(=O)CCc1c[nH]c2ccccc12	-5.4
8	C=CCC[C@@H](Cc1ccc(F)cc1)C(=O)OC[C@@H](NC(=O)[C@@H](CC=C)CC(=O)N[C@H](CO)Cc1ccccc1)C(C)(C)C	2.7
9	COc1ccc(C(=O)NCCS(=O)(=O)NCc2cccs2)cc1	3.0
10	Cn1c(=O)n(C)c2cc([N+](=O)[O-])c(N3CCN(C(=O)c4ccccc4Cl)CC3)cc21	3.4
11	O=C(COC(=O)c1ccc(Cl)c(S(=O)(=O)N2CCc3ccccc3C2)c1)Nc1ncc(Cl)cc1Cl	7.2
12	COc1cc2nc(N(CCCN(C)C)C(=O)c3ccc(S(=O)(=O)N4CCc5ccccc5C4)cc3)sc2cc1OC	-1.9
13	COc1ccc(COC(=O)Oc2ccc(CNC(C)=O)cc2OC)c([N+](=O)[O-])c1	-0.8
14	COc1cccc(-c2nc(N3CCCCC3C)c3ccccc3n2)c1O (stereo not drawn)	-3.7
15	CC(C)CC(NC(=O)C1CCC(C)CC1)C(=O)NCc1cccnc1 (stereo not drawn)	5.0
16	Cc1c(Br)c([N+](=O)[O-])nn1CC(=O)N1CCN(Cc2ccccc2)CC1	1.1
17	O=C1CCC(C(=O)N2CCC(O)(c3ccccc3)CC2)CN1CCc1ccccc1 (stereo not drawn)	3.6
18	N#CC1=C(N)N(c2ccccc2)C(=O)C1	-1.6
19	C=CCn1c(O)c(C2=c3ccccc3=NC2=O)sc1=Nc1ccc(O)cc1	-1.8
20	O=c1[nH]cnc(O)c1C(c1ccc(F)cc1)c1c(O)nc[nH]c1=O	-2.4
21	O=C(O)c1cccc(S(=O)(=O)N2CCN(Cc3ccc4c(c3)OCO4)CC2)c1	4.2
22	Cc1ccc(C)c(N2CCN(C(=O)C3CCCN(S(=O)(=O)c4cnc[nH]4)C3)CC2)c1 (stereo not drawn)	-5.0
23	CN1C(=O)C(C)(C)c2cc(S(=O)(=O)N3CCN(c4ccc(F)cc4)CC3)ccc21	-3.1
24	CC(C)(C)NC(=O)CSc1nnc(-c2ccco2)n1Cc1ccco1	-4.2
25	O=C(c1cc2ccccc2oc1=O)N1CCN(CCc2ccccc2)CC1	-1.6
26	Cc1ccc(-c2nc3n(n2)Cc2ccccc2-3)cc1	0.6
27	CCCCN(C=O)c1c(CC)nc2ccc(C(=O)N(C)Cc3ccccc3)cn12	-0.8
28	CC(C)N1CCC(=NNC(=O)c2cccs2)CC1	-0.3
29	CC(C)Cn1c(N)c(C(=O)COC(=O)/C=C/c2cccs2)c(=O)n(C)c1=O	-2.2
30	COc1cccc(-c2ccc(NC(=O)C3CCCN(Cc4ccco4)C3)cc2)c1 (stereo not drawn)	-2.5
31	CCCN(CC(=O)Nc1ccccc1C)C(=O)c1ccc(N2CCCC(C)C2)c([N+](=O)[O-])c1 (stereo not drawn)	7.4
32	CCOc1ccccc1-n1c(SCC(N)=O)nnc1-c1ccccc1	-5.7
33	O=C(NC(=O)c1cc(OCC(F)(F)F)ccc1OCC(F)(F)F)Nc1ccccc1	2.8
34	Nc1ncccc1C(=O)OCC(=O)N1CCN(S(=O)(=O)c2ccc(Cl)cc2)CC1	1.9
35	CN(C)CCNc1oc(-c2cccc(Cl)c2)nc1C#N	-0.1
36	Cc1ccc2[nH]c(=O)c(C(c3nnnn3C3CCCC3)N(Cc3cccnc3)Cc3ccco3)cc2c1 (stereo not drawn)	-0.8
37	Cc1nn(C)c(C)c1/C=C/C(=O)c1ccccc1	-0.9
38	CCN(CC(=O)Nc1cccc(OC)c1)C(=O)c1ccc(C)s1	-0.3
39	O=C(Nc1ccccc1F)C1CCN(C(=O)Cc2ccccc2)CC1	-0.8
40	N#Cc1ccc(C23CC4(C2)[C@H](CN(CC2CCCCC2)[C@@H]4c2ccccc2)C3c2ccccc2)cc1 (stereo partly drawn)	-0.5
41	NC(Cc1ccc(C(F)(F)F)cc1)c1csc(NC(=O)Nc2ccccc2Cl)n1 (stereo not drawn)	5.0
42	CCc1ccccc1NC(=O)N1CCc2ccccc2C1	0.4
43	CCc1nn(CCCC(=O)N2CCN(c3ccc(OC)cc3)CC2)c(=O)c2cc3occc3n12	-5.9
44	O=C(CN(C(=O)c1csnn1)c1cccc(C(F)(F)F)c1)NCc1ccc(F)cc1	-1.7
45	Cc1ccc(OC(C)C(=O)N2CC(=O)Nc3ccccc32)cc1 (stereo not drawn)	-1.5
46	COc1ccc(S(=O)(=O)Cc2ccc(C(=O)N3CCN(c4ccccc4F)CC3)o2)cc1	-3.1
47	CCCCNC(=O)[C@@H]1CSC2c3ccc(OC)c(OC)c3C(=O)N21 (stereo partly drawn)	-0.9
48	O=C(Nc1ccon1)Nc1cc(Cl)ccc1Cl	6.9
49	N#CCSc1nnc(CNc2cccc(Cl)c2)o1	1.2
50	COc1cc(-c2ccc3oc(-c4ccsc4)c(C#CC4(O)CCCCC4)c3c2)cc(OC)c1OC	5.3
51	CCCCC(NC(=O)c1ccc(C#N)cc1)C(=O)NCCC (stereo not drawn)	-1.9
52	O=c1cc(CN2CCc3ccccc32)nc2sccn12	15.4*
53	COc1ccc(-c2nc3c4ccccc4ccn3c2Cc2cccc(F)c2)cc1OC	-0.8
54	Cc1cccc(NC(=S)NC(=O)c2cc(-c3ccccc3)nc3ccccc23)c1	-1.4
55	O=C1N2CN(C(c3ccccc3)c3ccccc3)CN=C2SC1(CO)CO	1.9
56	Cn1c(CN2CCN(CC#N)CC2)c(C#N)c2ccccc21	5.4
57	Cc1ccc2c(c1)c1nnc(SCC(=O)N3CCCc4ccccc43)nc1n2CC(=O)O	-0.5
58	FC(F)(F)c1nnc2c(Sc3ccccc3)nc3ccc(Cl)cc3n12	0.8
59	C/C(CC(=O)Nc1c(Cl)cccc1C(F)(F)F)=N\NC(=O)c1cnccn1	-1.9
60	CC(NC(=O)c1cccc(S(=O)(=O)N(C)C)c1)C1CC2CCC1C2 (stereo not drawn)	0.6

More results follow:
item	Molecule	TbREL1 inh
61	CSc1ccccc1NC(=O)COC(=O)Cn1cc(C(F)(F)F)ccc1=O	2.3
62	Cc1ccc(NC(=O)CCc2nc3ccccc3[nH]2)cc1C	1.5
63	O=[N+]([O-])c1ccc(Cn2ccc3ccc(-c4ccc5ccn(Cc6ccccc6)c5c4)cc32)cc1	6.6
64	COCCn1c(=O)[nH]c2cc(C(=O)NCCN3CCN(c4ccc(OC)cc4)CC3)ccc2c1=O	-1.3
65	Cc1cccc(C)c1NC(=O)NC1(C(=O)NCCN2CCOCC2)CCCCC1	-3.5
66	Cc1cc(C)n(-c2ccc3cccc(NS(C)(=O)=O)c3n2)n1	-3.9
67	COc1cccc(CNC(=O)[C@H]2CCCN2C(=O)C2CCCN2C(=O)c2ccc(OC)c(F)c2)c1 (stereo partly drawn)	6.0
68	COc1ccccc1NC(=O)NNC(=O)c1ccc(-c2ccccc2)cc1	5.3
69	O=C(CSc1nnnn1-c1cccc(C(=O)O)c1)NC(c1ccccc1)c1ccccc1	-3.0
70	COC(=O)[C@H](Cc1ccccc1)NP(=O)(OC)[C@@H](C)NC(=O)OCc1ccccc1 (stereo partly drawn)	-1.8
71	C[C@H]1CN([C@@H](C)CO)C(=O)CCCn2cc(nn2)CO[C@@H]1CN(C)S(=O)(=O)c1ccc(C#N)cc1	-0.1
72	C1=C(CCNCC2CCCCC2)CCCC1	7.7
73	CCn1c(SCC(=O)NCC2CCCO2)nc2cc(S(=O)(=O)N3CCCCC3)ccc21 (stereo not drawn)	-0.2
74	COC(=O)C1=C(C)NC(=S)NC1/C=C/c1ccccc1 (stereo not drawn)	-1.7
75	Cc1cccc(N2CCN(C(=O)c3c(-c4ccccc4)noc3C)CC2)c1C	-0.7
76	CCN(CC(=O)Nc1ccccc1C(F)(F)F)C(=O)Cc1sc(C)nc1-c1ccc(F)cc1	-1.6
77	Cc1cccc(Cc2c(C)nc3c(C(=O)NCc4ccco4)cnn3c2C)c1	0.4
78	CC(C)NC(=O)N(C)C[C@H]1Oc2c(NC(=O)Nc3ccccc3)cccc2C(=O)N([C@H](C)CO)C[C@@H]1C	-1.6
79	CCCCCN1C=CC(=C2C(=O)c3ccccc3C2=O)C=C1	-4.5
80	O=C(NCc1ccccn1)c1ccccc1OCc1ccccc1Cl	-3.2
81	Cc1ccccc1OCC(=O)OCC(=O)N1CCc2ccccc21	4.0
82	COc1ccc(CC(=O)NN2C(=O)c3ccccc3C2=O)cc1	0.6
83	Nc1c(C(=O)NCc2ccc3c(c2)OCO3)nnn1Cc1cccc(F)c1	-0.3
84	COc1ccc(NC(=O)c2cc(-c3cccs3)on2)c(OC)c1	1.2

Part of the list above, with each value named.
(79) CCCCCN1C=CC(=C2C(=O)c3ccccc3C2=O)C=C1
  TbREL1 inh: -4.5

(80) O=C(NCc1ccccn1)c1ccccc1OCc1ccccc1Cl
  TbREL1 inh: -3.2

(81) Cc1ccccc1OCC(=O)OCC(=O)N1CCc2ccccc21
  TbREL1 inh: 4.0

(82) COc1ccc(CC(=O)NN2C(=O)c3ccccc3C2=O)cc1
  TbREL1 inh: 0.6

(next part)
item	Molecule	TbREL1 inh
85	N=c1c(S(=O)(=O)c2ccc(Cl)cc2)cc2c(=O)n3ccccc3nc2n1Cc1ccco1	1.1
86	CC(Oc1ccccc1)C(=O)NNC(=O)c1ccccn1 (stereo not drawn)	7.1
87	CC(CN(C)Cc1ccccc1)OC(=O)c1cccs1 (stereo not drawn)	-0.4
88	CC1CCN(S(=O)(=O)c2ccc(C(=O)NC3CCS(=O)(=O)C3)cc2)CC1 (stereo not drawn)	0.3
89	Cc1nc2scc(C)n2c(=O)c1S(=O)(=O)N1CCN(c2ccccc2F)CC1	-0.6
90	CSc1ccccc1NC(=O)CN(C1CCCCC1)S(C)(=O)=O	-1.6
91	CN(C(=O)CSc1nnc(C2CC2)n1C1CC1)C1(C#N)CCCCC1	0.3
92	O=C(Nc1ccc2c(c1)OCCO2)N1CCN(Cc2ccccc2)CC1	-0.7
93	Cc1c(C(=O)NC2CC2)oc2ccc(S(=O)(=O)N3CCCCCC3)cc12	-1.8
94	CC1(C)C(=O)Nc2ccccc2N1C(=O)COc1cccnc1[N+](=O)[O-]	10.7
95	FC(F)Sc1ccc(-n2cc(-c3ccc(Cl)cc3)[n+]3c2CCC3)cc1	3.6
96	CC(C)/C=C/CN1CCCC(N2CCN(c3cccc(Cl)c3)CC2)C1 (stereo not drawn)	2.2
97	CC(C)c1ccc(-c2cc(C(=O)N3CCOCC3)c3cc(Br)ccc3n2)cc1	0.7
98	CCOC(=O)C(=O)/C(C#N)=C/Nc1ccc(F)cc1	-0.2
99	Cc1oc(S(=O)(=O)N(C)C)cc1C(=O)Nc1ccc(Cl)cc1	0.9
100	CCCC(=O)N(Cc1cc(=O)[nH]c2ccccc12)c1ccc(C)cc1C	0.3
101	CCOC(=O)C1(C)CCN1C(=O)c1ccccc1OC (stereo not drawn)	5.5
102	COc1ccc(-n2c(SC(C)C(=O)Nc3ncc(Cl)cc3Cl)nc3ccccc32)cc1 (stereo not drawn)	-1.7
103	COc1ccc(CN2CN3CCc4ccccc4C3CS2(=O)=O)cc1 (stereo not drawn)	10.2
104	O=C(CN1C(=O)NC(c2ccccc2)(c2ccccc2)C1=O)NCc1ccccc1	6.9
105	O=C(NC1CCCCC1)c1ccccc1NC(=S)NC(=O)C1CCC1	-2.6
106	Cc1ccc(C(=O)NNC(=O)c2ccc(C)cc2)cc1	5.0
107	O=C(Cn1c(=O)cnc2ccccc21)NCC(=O)Nc1ccc(F)c(F)c1	1.4
108	COc1cc(OC)cc(C(=O)N2CCN(c3ncccn3)CC2)c1	-1.6
109	COc1ccc(CN2C(=O)C(CC(=O)NC3CC3)CC(C(=O)N3CCOCC3)=C2C)cc1 (stereo not drawn)	4.0
110	Cc1ccc(NS(=O)(=O)c2cc(C(=O)Nc3cccc([N+](=O)[O-])c3)ccc2C)cc1	4.5
111	Cc1nn(C)cc1NC(=O)C[C@H]1CC[C@H]2[C@@H](COc3ccc(NC(=O)Nc4ccccc4)cc3C(=O)N2C)O1	5.9
112	Cc1ccc(C(=O)NNC(=O)c2cc(OCC(F)(F)F)ccc2OCC(F)(F)F)cc1	-3.1
113	Cn1c(=O)c2cc(S(=O)(=O)NC(C(=O)NC3CCCCC3)c3ccccc3)ccc2n(C)c1=O (stereo not drawn)	-0.5
114	CCCCn1c(N)c(NCCC(C)C)c(=O)[nH]c1=O	-2.3
115	CC(C)C[C@H](NC(=O)OC(C)(C)C)C(=O)N[C@@H](CO)[C@H](O)[C@@H]1C[C@@H]1C(=O)N1CCCC1	-1.2
116	CC(=O)c1ccc(NC(=S)N(Cc2ccccc2)C(C)C2CC2)cc1 (stereo not drawn)	-6.6
117	O=C(NCCCN1CCCC1)c1ccc(Cn2c(=S)[nH]c3ccc(Br)cc3c2=O)cc1	-1.9
118	O=C(CCc1ccccc1)NNC(=O)Nc1ccc(Br)cc1	1.8

Structural class: the entries above containing a tert-butyl group (4)
item	Molecule	TbREL1 inh
1	CC(C)(C)C1N=C(c2ccc3ccccc3c2)OC1=O (stereo not drawn)	-2.2
8	C=CCC[C@@H](Cc1ccc(F)cc1)C(=O)OC[C@@H](NC(=O)[C@@H](CC=C)CC(=O)N[C@H](CO)Cc1ccccc1)C(C)(C)C	2.7
24	CC(C)(C)NC(=O)CSc1nnc(-c2ccco2)n1Cc1ccco1	-4.2
115	CC(C)C[C@H](NC(=O)OC(C)(C)C)C(=O)N[C@@H](CO)[C@H](O)[C@@H]1C[C@@H]1C(=O)N1CCCC1	-1.2

Compound activity (PubChem)
